Glioma ERSR ind = induces the endoplasmic reticulum stress response in human glioma cells | Potency, µM, for the others: top-dose activation, most hits filed as activators | hit rate 0.02% among 420,000 | AID 602332 | U87-MG GRP78 promoter luciferase reporter, 16 h; active = well fitted activation curve with a large enough effect; note: series mostly up to about 76 µM; % of control where 0% means no effect; nearly all actives have a fitted effect of over 35% in size
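ERSR induction read as luciferase luminescence (Bright-Glo, 10 min at room temperature) in stably transfected human U87-MG glioma cells exposed to compounds for 16 h, using GRP78 as sensor.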
Starred values were filed as active, the others as inactive; & = joins results of further samples. Potency is the fitted concentration of half-maximal effect. An excerpt; count on the stated rates, not on these rows.

SMILES | Glioma ERSR ind
COc1ccc(CNc2ncnc3ccc(-c4c(C)noc4C)cc23)c(OC)c1 | -3%
COc1cc(=O)n2c(c1C(=O)NCc1ccco1)CCN(Cc1cccc(Cl)c1)CC2 | -4%
CC[C@H](C)[C@H](N)C(=O)N[C@H]1CCC(=O)NCC(C(=O)N[C@@H](Cc2ccc(O)cc2)C(=O)N[C@@H](CCCNC(=N)N)C(=O)N[C@@H](CC(C)C)C(=O)N[C@@H](CCCNC(=N)N)C(=O)N[C@@H](Cc2ccc(O)cc2)C(N)=O)NC(=O)[C@@H]2CCCN2C(=O)[C@@H](NC(=O)[C@@H](N)[C@@H](C)CC)CCC(=O)NCC(C(=O)N[C@@H](Cc2ccc(O)cc2)C(=O)N[C@@H](CCCNC(=N)N)C(=O)N[C@@H](CC(C)C)C(=O)N[C@@H](CCCNC(=N)N)C(=O)N[C@@H](Cc2ccc(O)cc2)C(N)=O)NC(=O)[C@@H]2CCCN2C1=O (some centres not stated) | -4%
COc1cccc(-c2ccc3ncnc(NCCNC(C)=O)c3c2)c1 | 2%
O=S(=O)(NCc1nc(N2CCCC2)c2cc(Cl)ccc2n1)c1ccccc1OC(F)(F)F | -3%
COc1cccc([C@@H]2Oc3ccc(OC)cc3/C(=N/O[C@@H](C)c3cc(-c4c(C)cc(C)cc4C)no3)[C@@H]2O)c1 | -3%
FC(F)(F)c1cnc(-c2cc3c(c(OCC4CCCO4)c2)OCCN(Cc2cccn2-c2nccs2)C3)c(Cl)c1 (configuration not stated) | 2%
COc1ccc(-n2[nH]c3c4c(ncc3c2=O)CCCCC4)cc1 | -4%
CS(=O)(=O)Nc1cccc(-c2ccc3ncnc(NC4CC4)c3c2)c1 | 0%
Cc1noc(C)c1-c1nc(N(C)Cc2ccco2)c2ccccc2n1 | -5%
CCOC(=O)Cn1c(=O)sc2cccc(Cl)c21 | 2%
COc1ccc(C(=O)Nc2ccccc2CCC2CCCCN2C)cc1 (configuration not stated) | -5%
CCCCCCC(O)C/C=C/CCCCCCCC(=O)O (configuration not stated) | -3%
CC(=O)c1ccc(-c2cc(F)cc3c2OC(CNC(=O)c2ccc[n+]([O-])c2)C3)s1 (configuration not stated) | -3%
O=C(Nc1ccc(O)c2c(=O)cc(-c3ccccc3Cl)oc12)c1ccc(Br)cc1 | -5%
COc1ccc2c(c1)CCc1cnc(-n3ncc(C(=O)N(C)CC4CCCN(C)C4)c3C)nc1-2 (configuration not stated) | -4%
CC12C=C(/C=C/C=C/c3ccccc3)C(C)(C1)C(/C=C/c1ccccc1)CC2=O (configuration not stated) | 5%
CCOc1nc2cccc(C(=O)OC(C)OC(=O)OC3CCCCC3)c2n1Cc1ccc(-c2ccccc2-c2nn[nH]n2)cc1 (configuration not stated) | -4%
O=[N+]([O-])c1cccc(C2=N[C@@H](Cc3ccccc3)CO2)c1 | 1%
COc1cccc(Cn2c(=O)c(-c3ccc(F)cc3)nc3cncnc32)c1 | -1%
CC(=O)[C@]1(O)CCC2C3CC(C)C4=CC(=O)C=CC4(C)[C@@]3(F)C(O)C[C@]21C (some centres not stated) | -5%
OC1CCC2Cc3ccccc3N=C12 (configuration not stated) | -2%
COC(=O)[C@H](C)NC(=O)C/C=C\[C@@H](C)[C@@H](CO)OC | -3%
COc1cc(-c2cccc(OC)c2OC)cc2c1OCCN(Cc1cn[nH]c1-c1ccc(Cl)cc1)C2 | -2%
CCN1CCCC1CNC(=O)c1cnn(-c2nccc(-c3cccs3)n2)c1C(C)C (configuration not stated) | -4%
CN(C)c1ncc2ncc(=O)n(C)c2n1 | -3%
CC(C)C[C@@H](NC(=O)OCC1c2ccccc2-c2ccccc21)C(=O)O | -7%
CC(C)[C@H]1CC[C@@H](C)C[C@H]1O | -4%
O=C(c1csnn1)N1CCC2(CC1)CN(c1ncccn1)C2 | -3%
CCC(=O)O[C@@]1(C(=O)CCl)C(C)CC2C3CCC4=CC(=O)C=C[C@@]4(C)[C@]3(F)C(O)C[C@]21C (some centres not stated) | -6%
COCCn1c(=O)c(-c2cccc(C#N)c2)nc2cnc(N3CCNCC3)nc21 | -3%
FC(F)(F)c1ccccc1-c1nccc(NCc2ccccc2)n1 | -1%
O=C(NCC1(N2CCCCC2)CCCCC1)c1ccc(-n2cc(NC(=O)c3cccnc3)cn2)cc1 | -7%
CC(C)O | -7%
COCCn1c(=O)c(-c2cc(F)cc(F)c2)nc2cnc(Oc3ccccc3)nc21 | -3%
C#Cc1cccc(C(=O)NCc2nc(-c3ccccc3NC(C)=O)oc2C)c1 | -3%
CCN1CCCC1CNC(=O)c1cnn(-c2nccc(-c3ccccc3OC)n2)c1-c1ccco1 (configuration not stated) | 0%
C#CCCCO/N=C1/C[C@@H](O)[C@@H](O)[C@@H]2[C@@H]3C(=O)N(CCC(=O)OCC)C(=O)[C@H]3CC[C@@H]12 | -4%
COc1ccc(CNc2cc(-c3ccccc3CN(C)C)ncn2)c(OC)c1 | -1%
S=C(S)O[C@@H]1C[C@@H]2C[C@H]1[C@@H]1CCC[C@H]21 | -2%
O=C(NCc1nnc2n1CCN(C(=O)/C=C/c1ccccc1)CC2)c1cccc(F)c1 | -4%
Cc1ccc(CN2CCc3nnc(C(NS(C)(=O)=O)C(C)C)n3CC2)cc1C (configuration not stated) | -3%
CCNc1ncc2nc(-c3cccs3)c(=O)n(C[C@H]3CCCO3)c2n1 | 0%
Cc1c[nH]c(=O)n(CCCN2CCN(c3ccccc3OCC(F)(F)F)CC2)c1=O | -6%
CC1(C)CCC[C@]2(C)C3CC(=O)O[C@@]3(C)CC[C@H]12 (some centres not stated) | -4%
Cc1c(N)nc([C@@H](CC(N)=O)NC[C@H](N)C(N)=O)nc1C(=O)N[C@H](C(=O)N[C@@H](C)[C@@H](O)[C@@H](C)C(=O)N[C@H](C(=O)NCCc1nc(-c2nc(C(=O)NCCCN[C@H](C)c3ccccc3)cs2)cs1)[C@H](C)O)[C@@H](O[C@H]1O[C@@H](CO)[C@H](O)[C@@H](O)[C@H]1O[C@H]1O[C@@H](CO)[C@@H](O)[C@H](OC(N)=O)[C@H]1O)c1cnc[nH]1 | -2%
CN(C)c1ccc(-c2nccc(Nc3ccc(F)cc3)n2)cc1 | -1%
C[C@]12CCC(=O)C=C1CC[C@@H]1[C@@H]2[C@@H](O)C[C@@]2(C)[C@H]1CC[C@]2(O)C(=O)COP(=O)(O)O | -4%
CO[C@@H]1[C@@H](OC2OC(C)C(OC3CC(C)(O)C(O)C(C)O3)C(N(C)C)C2O)[C@@H](CC=O)C[C@@H](C)[C@@H](OC2CCC(N(C)C)C(C)O2)/C=C/C=C/C[C@@H](C)OC(=O)C[C@H]1OC(C)=O (some centres not stated) | -3%
CCN(CC)C(=O)[C@@]1(c2ccccc2)C[C@@H]1CN | -1%
CN1CCN(c2ncc3nc(CCc4ccccc4)c(=O)n(Cc4cccs4)c3n2)CC1 | -2%
N[C@H](CCC(=O)NCC(=O)O)C(=O)O | -2%&-6%&-3%
COCC(=O)N1CCC2(CC1)CN(C(c1ccccc1)c1ccccc1)C2 | -2%
COc1ccc([C@H]2OCC3C2CO[C@@H]3c2ccc(OC)c(OC)c2)cc1OC (some centres not stated) | 0%
CCOC(=O)C1CCCN(C(=O)c2cnn(-c3ncc4c(n3)-c3ccccc3CC4)c2C)C1 (configuration not stated) | 0%
O=C(O)CCC/C=C\C[C@@H]1C(/C=C/[C@@H](O)COc2cccc(C(F)(F)F)c2)[C@@H](O)C[C@@H]1O (some centres not stated) | -4%
COC(=O)c1cc(CNC(=O)c2cccc(N(C)C)c2)cc(NC(=O)c2ccccc2Cl)c1 | -7%
COCCn1c(=O)c(-c2cc(F)cc(F)c2)nc2cnc(Nc3cccc(OC)c3)nc21 | -3%
C[C@@]12CCc3occc3[C@H]1CC[C@]13CC(=O)[C@@H](CC[C@H]12)C3 | -5%
CCOC(=O)OCC1OC(C#Cc2ccc(C)cc2C)C=CC1OC(=O)OCC (configuration not stated) | -1%
Next part:
SMILES | Glioma ERSR ind
CN1CCN(c2ncc3nc(-c4cc(F)cc(F)c4)c(=O)n(C)c3n2)CC1 | -3%
Cc1ccccc1-c1ccc2ncnc(N(C)Cc3ccco3)c2c1 | 1%
C#CC(C)OC(=O)Nc1cccc(Cl)c1 (configuration not stated) | 10%
COc1cc2c(cc1OC)C1C(=O)c3c(O)cc4c(c3OC1CO2)C=CC(C)(C)O4 (configuration not stated) | -2%
COc1cccc(C(=O)N(Cc2cc3cc4c(cc3nc2N(C)C)OCO4)CC2CCCO2)c1 (configuration not stated) | -3%
O=C(Oc1ccccc1)N1CCC2(CCCN(c3ccc(-c4ccccc4)cc3)C2)CC1 | -3%
COc1cc2oc(=O)cc(-c3cccc(-c4ccc(C(C)=O)cc4)c3)c2c(OC)c1OC | -1%
O=C(Nc1cccc(F)c1)N1CCC2(CC1)CCN(C(=O)c1cnccn1)CC2 | -2%
CCNc1ncc2nc(C)c(=O)n(C[C@H]3CCCO3)c2n1 | -1%
COCCN1CCN(C(=O)c2sc3ncnc(NCC4CCCO4)c3c2C)CC1 (configuration not stated) | -1%
NC[C@@H]1O[C@@H](O[C@H]2[C@H](O)[C@H](O[C@@H]3O[C@H](CO)[C@@H](O)[C@H](N)[C@@H]3O)[C@@H](N)C[C@H]2N)[C@H](N)C[C@@H]1O | -4%
Cc1ncc2c(c1CNC(=O)c1ccc3c(c1)OCO3)CCN(C(=O)c1ccoc1)C2 | -4%
CC(=O)OC[C@H]1O[C@@H](O/N=C(\C)CCN2CCc3nc(-c4ccccc4)c(-c4ccccc4)cc3C2)[C@H](OC(C)=O)[C@@H](OC(C)=O)[C@H]1OC(C)=O | -2%
CCCC[C@@H](C=O)NC(=O)[C@H](CC(C)C)NC(=O)[C@H](CC(C)C)NC(C)=O | 0%&-1%
NC(=O)Oc1ccc(Cc2ccccc2)cc1 | -1%
c1ncc(CCCC2CCNCC2)[nH]1 | -6%
Cc1cc2c(cc1Cl)C(c1ccccc1C)CC(=O)O2 (configuration not stated) | -10%
CCCCC/C=C\C/C=C\C/C=C\C/C=C\CCCC(=O)O[C@@H](CO)COC(=O)CCCCCCCCCCCCCCCCC | -5%
O=C(c1cccc(Cn2cccn2)c1)N1CCOc2c(cc(-c3csc4ccccc34)cc2OC2CCOC2)C1 (configuration not stated) | -2%
C=CCSc1nnc(C2CCCN(Cc3ccccc3O)C2)n1C (configuration not stated) | -2%
CC(C)c1c(C(=O)NCC2(N3CCCCC3)CCCC2)cnn1-c1nccc(-c2ccco2)n1 | 1%
C=CCC1(c2ccccc2)Oc2ccc(C)cc2-c2nc3cc(Cl)c(Cl)cc3nc21 (configuration not stated) | -3%
COC(=O)[C@@]1(C)CCC[C@@]2(C)c3ccc(O)c(C(C)C)c3CCC21 (some centres not stated) | -13%
CCCNC(=O)OC[C@@H]1O[C@H](CCO/N=C(\C)CCN2CCCc3nc(C)c(C)cc32)C=C[C@@H]1Oc1ccc(OC)cc1 | -5%
Nc1[nH]nc2nc3ccccc3nc12 | -5%
C[N+]1(C)CCC[C@@H](OC(=O)C(O)(c2ccccc2)c2ccccc2)C1 | -5%
CCNc1ncc2nc(-c3ccccc3)c(=O)n(C[C@H]3CCCO3)c2n1 | -2%
N=C(N)S/C=C\C(=O)O | -3%&-4%
CO[C@H]1COC(=O)[C@H](C)NC(=O)C/C=C\[C@@H](C)[C@@H](NS(=O)(=O)c2ccc(C)cc2)COC(=O)C/C=C\[C@@H]1C | -4%
CC[C@H]1NC(=O)c2cc(S(N)(=O)=O)c(Cl)cc2N1 | -4%
CCOC(=O)N1CCN(Cc2ccc3c(c2)CN(C(=O)c2cc(-c4ccccc4)on2)CCO3)CC1 | -5%
COc1ccc(CNc2ccnc(-c3ccccc3Cl)n2)c(OC)c1 | -1%
COc1cc2nccc(Oc3ccc(NC(=O)Nc4ccc(F)cc4F)c(F)c3)c2cc1OC | -1%
Cc1ncc2c(c1CNC(=O)c1ccc3c(c1)OCO3)CCN(C(=O)C1Cc3ccccc3O1)C2 (configuration not stated) | -3%
COc1cccc(Cn2c(=O)c(C)nc3cnc(N(C)C)nc32)c1 | -5%

Compounds from the list above that have a Cl atom, in the order listed:
SMILES | Glioma ERSR ind
COc1cc(=O)n2c(c1C(=O)NCc1ccco1)CCN(Cc1cccc(Cl)c1)CC2 | -4%
O=S(=O)(NCc1nc(N2CCCC2)c2cc(Cl)ccc2n1)c1ccccc1OC(F)(F)F | -3%
FC(F)(F)c1cnc(-c2cc3c(c(OCC4CCCO4)c2)OCCN(Cc2cccn2-c2nccs2)C3)c(Cl)c1 (configuration not stated) | 2%
CCOC(=O)Cn1c(=O)sc2cccc(Cl)c21 | 2%
O=C(Nc1ccc(O)c2c(=O)cc(-c3ccccc3Cl)oc12)c1ccc(Br)cc1 | -5%
COc1cc(-c2cccc(OC)c2OC)cc2c1OCCN(Cc1cn[nH]c1-c1ccc(Cl)cc1)C2 | -2%
CCC(=O)O[C@@]1(C(=O)CCl)C(C)CC2C3CCC4=CC(=O)C=C[C@@]4(C)[C@]3(F)C(O)C[C@]21C (some centres not stated) | -6%
COC(=O)c1cc(CNC(=O)c2cccc(N(C)C)c2)cc(NC(=O)c2ccccc2Cl)c1 | -7%
C#CC(C)OC(=O)Nc1cccc(Cl)c1 (configuration not stated) | 10%
Cc1cc2c(cc1Cl)C(c1ccccc1C)CC(=O)O2 (configuration not stated) | -10%
C=CCC1(c2ccccc2)Oc2ccc(C)cc2-c2nc3cc(Cl)c(Cl)cc3nc21 (configuration not stated) | -3%
CC[C@H]1NC(=O)c2cc(S(N)(=O)=O)c(Cl)cc2N1 | -4%
COc1ccc(CNc2ccnc(-c3ccccc3Cl)n2)c(OC)c1 | -1%

Screening data as filed in PubChem.
